# Assay outcomes from PubChem.
# TRPN1 ag – zebrafish TRPN1 (NompC) channel agonism | HEK293 zebrafish TRPN1-YFP, Fluo-8 calcium fluorescence; 100% = response to 87 µM carbachol | activation, % at 3 µM | 220,000 tested, 0.18% active | AID 1424;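 active means activation above its plate's cutoff, the mean activation of test wells on that plate plus 3 SD, cut at about 19% in these data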;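 further: 0% = DMSO alone and 100% = 87 µM carbachol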
#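 Material: zebrafish TRPN1-YFP in HEK293 cells; Doses: single test compound dose, 3 µM nominal, 0.3% DMSO; Timing: dye loading 1 h at 37 °C, then 30 min room temperature; Technique: intracellular calcium fluorescence with Fluo-8; Benchmarks: high carbachol 87 µM, low DMSO alone.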
# EP2 antag – EP2 receptor (human) inhibition | 260,000 tested, 0.52% active | C6 glioma cells expressing human EP2, cAMP TR-FRET; cells stimulated with saturating PGE2 | P43116 | inhibition, % at 25 µM;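 active means percent inhibition above 40 after rounding to a whole number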;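 further: rat C6 glioma host cells with rolipram phosphodiesterase inhibitor present; the protocol text gives 20 µM as final concentration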
# Target sequence (P43116 whole entry, looked up): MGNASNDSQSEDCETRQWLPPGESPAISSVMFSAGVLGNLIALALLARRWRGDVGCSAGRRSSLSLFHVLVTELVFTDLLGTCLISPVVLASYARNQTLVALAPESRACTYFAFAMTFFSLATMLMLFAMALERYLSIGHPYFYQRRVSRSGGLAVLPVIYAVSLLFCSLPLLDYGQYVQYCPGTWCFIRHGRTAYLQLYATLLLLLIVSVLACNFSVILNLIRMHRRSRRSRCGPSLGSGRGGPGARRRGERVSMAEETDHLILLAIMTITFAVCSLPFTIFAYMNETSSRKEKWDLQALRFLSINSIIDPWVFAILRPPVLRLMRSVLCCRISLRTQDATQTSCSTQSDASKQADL
# PPC-1+TRAIL kill – kills PPC-1 cancer cells in the presence of TRAIL | PPC-1 cells + TRAIL, ATPLite viability luminescence | cell killing (% activity), % at 4 µM | 220,000 tested, 0.41% active;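 active means cell killing above 50% in the first pass at 4 µM, then a duplicate retest at 5 µM averaging 50% or more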;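 further: plate controls were cells with TRAIL plus DMSO for no effect and medium-only wells lacking cells for full effect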
# TRPML3 agonist – activates the human TRPML3 channel; Q8TDD5; AID 1448; activation, % at 3 µM; HEK293 TRPML3-YFP, Fluo-8 calcium fluorescence; 100% = the carbachol control signal; 220,000 tested, 0.29% active;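 active means activation above its plate's cutoff, the mean activation of the plate's test wells plus 3 SD, cut at about 12% in these data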;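 further: 0% = DMSO only wells and 100% = carbachol wells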
#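 Material: HEK293 cells stably carrying human TRPML3-YFP; compound dosing: single dose, 3 µM final nominal compound, 0.3% DMSO final; incubation: 1-h 37 °C dye load, 5-s basal, 120-s post-compound reads; technique: Fluo-8 intracellular calcium fluorescence, excitation 470-495 nm, emission 515-575 nm; read-out basis: percent activation from peak-to-basal fluorescence ratio, scaled between DMSO and carbachol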
# NPY-Y1 antag – blocks the human neuropeptide Y Y1 receptor. HEK293-CNG Y1 cells, membrane potential fluorescence; NPY at EC95, then isoproterenol. inhibition, % at 3.6 µM. 200,000 tested, 1% active;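 active means inhibition above the campaign mean inhibition of all tested compounds plus 3 SD, cut at about 20% in these data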;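 further: 0% = DMSO wells given NPY plus isoproterenol and 100% = isoproterenol alone without NPY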
# Target sequence (P25929 whole entry, looked up): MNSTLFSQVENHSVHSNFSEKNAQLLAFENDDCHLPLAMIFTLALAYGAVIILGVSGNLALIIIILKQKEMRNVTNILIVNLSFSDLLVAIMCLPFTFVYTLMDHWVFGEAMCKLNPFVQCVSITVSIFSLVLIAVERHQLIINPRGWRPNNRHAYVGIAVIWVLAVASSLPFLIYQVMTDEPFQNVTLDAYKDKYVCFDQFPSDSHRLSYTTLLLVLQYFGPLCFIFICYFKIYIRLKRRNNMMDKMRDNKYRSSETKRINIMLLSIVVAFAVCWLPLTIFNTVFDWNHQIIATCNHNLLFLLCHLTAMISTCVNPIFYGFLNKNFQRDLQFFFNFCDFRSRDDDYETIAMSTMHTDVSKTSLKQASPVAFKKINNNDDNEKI
#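 Material: HEK293 cells co-expressing NPY Y1 receptor and cyclic-nucleotide gated channel. Timing: compound incubation 1 h at room temperature, readout 45 min post-stimulation. Signal: fluorescence, membrane potential probe.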
# CHOP inh – CHOP inhibition in unfolded protein response; CHO-K1 CHOP-promoter luciferase, tunicamycin-induced, 15-18 h; inhibition, % at 10 µM; 220,000 tested, 3.8% active; AID 2732;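 active means compounds that reduced the stress-induced luciferase reporter signal by more than about 70% of percent inhibition, limit read from the data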;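 further: 0% = tunicamycin plus vehicle and 100% = wells without tunicamycin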
# 14-3-3 Bad inh – disrupts binding of bovine 14-3-3 zeta to phospho-Bad peptide; TR-FRET 14-3-3zeta/Dy647-pBad peptide displacement, 1 h; inhibition, % at 21.7 µM; 220,000 tested, 0.71% active; AID 781;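 active means inhibition above about 70%, limit read from the data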;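 further: 0% = full 14-3-3 plus peptide FRET controls and 100% = background without 14-3-3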
# Target sequence (P63103 whole entry, looked up): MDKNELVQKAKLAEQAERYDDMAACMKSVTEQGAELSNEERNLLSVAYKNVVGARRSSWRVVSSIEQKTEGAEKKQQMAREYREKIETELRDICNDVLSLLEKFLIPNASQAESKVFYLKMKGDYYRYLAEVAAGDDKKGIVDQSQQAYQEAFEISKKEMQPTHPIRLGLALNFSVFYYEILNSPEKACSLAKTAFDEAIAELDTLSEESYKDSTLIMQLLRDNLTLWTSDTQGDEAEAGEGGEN
# NPY1 pot ag – potentiates or activates human NPY-Y1 receptor. P25929. NPY-Y1 expressing cells, potentiator/agonist activation. activation, % at 3.6 µM. 220,000 tested, 0.37% active; in the data active means activation above about 33%, passing the limit was not always enough;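 further: cells stimulated with NPY at EC10 then isoproterenol at EC100; 0% = low agonist plus stimulus and 100% = saturating agonist plus stimulus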
# EP2 mod – EP2 receptor (human) modulation | P43116 | EP2-expressing cells, cAMP HTRF FRET, PGE2 co-stimulation | induction, % at 25 µM | 260,000 tested, 0.83% active;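 active means compounds whose cAMP rise, as percent of the full-agonist control response, exceeds 60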;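 further: rat C6 glioma line stably carrying human EP2 under a CMV promoter; the protocol text gives 20 µM as final concentration; 100% = response of wells given 1 µM PGE2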
# * marks the source's active call; other numbers are inactive results; / = no result given; & = joins results of further samples; [ ] = dose if it differs, or a comment. Not all compounds are listed (hit frequency here may not be typical).
SMILES,TRPN1 ag,EP2 antag,PPC-1+TRAIL kill,TRPML3 agonist,NPY-Y1 antag,CHOP inh,14-3-3 Bad inh,NPY1 pot ag,EP2 mod
COCCn1c(SCC(=O)c2ccc(CNC(C)=O)o2)nc2ccccc2c1=O,0.0,10,18,0.4,6,53,-2,15,-13
O=c1cc(NS(=O)(=O)c2ccccc2)nc(SCc2c(Cl)cccc2Cl)[nH]1,2.4,11,6,1.1,4,80*,-9[fluorescence artefact?],5,-7
CN1CC2([N+](=O)[O-])CC=C(Oc3ccccc3)C([N+](=O)[O-])(C1)C2 (configuration not stated),-0.8,9,16,1.4,6,15,-2,10,15
CCOC(=O)c1cnc(-n2nc(C)cc2C)nc1-n1nc(C)cc1C,-0.9,11,28,-0.7,-3,16,-2,-15,-25
Cc1ccccc1NC(=O)CSc1nc2c(c(-c3ccco3)c1C#N)CCCC2,0.7,20,11,0.2,6,-5,-15[fluorescence artefact?],-8,25
COc1ccc(C(CC(=O)O)NC(=O)COc2ccccc2OC)cc1OC (configuration not stated),1.3,15,-14,-0.2,2,-12,1,7,16
COc1ccc2[nH]c(=O)c(CN(Cc3ccccc3OC)Cc3nnnn3CC3CCCO3)cc2c1 (configuration not stated),0.6,4,7,0.2,6,6,0,4,27
Cc1ccc(OCC(=O)NN2C(=O)c3ccccc3C2=O)cc1,0.5,8,2,1.0,2,-13,-3,-21,28
CC(C)n1c(Nc2ccccc2)nc2ccccc21,0.8,10,18,-0.2,0,4,-2,-25,13
CCOc1ccc(-n2nnc3c(=O)n(C/C=C/c4ccccc4)cnc32)cc1,1.9,15,9,0.7,3,-5,7,4,-22
Cc1ccc(-n2c(C)cc(C(=O)OCC(=O)N(CC(C)C)C3CCS(=O)(=O)C3)c2C)cc1 (configuration not stated),-1.5,/,-4,-1.2,5,11,-3,-26,23
COc1ccc(CSc2nc(CSC)cc(N3CCOCC3)n2)cc1,-0.6,6,5,-0.1,14,12,-7[fluorescence artefact?],-31,34
CCOc1ccc(Cn2c(SCCCCC#N)nc3c2c(=O)n(C)c(=O)n3C)cc1OCC,-0.2,11,6,-0.6,-6,17,2,-6,36
COC(=O)c1ccc(CN2CCN(CCc3ccccc3)C(CCO)C2)cc1 (configuration not stated),0.9,5,15,0.5,2,7,-2,15,-13
COC(=O)COc1ccc(S(=O)(=O)N2CCN(c3ccccc3F)CC2)cc1,-0.5,8&16,6,0.1,-6,4,-1,21,-39&-98
CSc1nc(N(CCO)CCO)c2sc3nc(-c4ccco4)c4c(c3c2n1)CCC4,-1.1,9,27,0.5,-3,-26,10,5,-16
CCOC(=O)c1nnn(-c2nonc2N)c1-c1ccccc1Cl,-0.8,5,22,-0.7,4,24,0,4,20
Cc1cccc(C(=O)N2CCC(c3nc(-c4ccc(S(=O)(=O)N5CCOCC5)cc4)no3)CC2)c1,0.7,/,3,0.5,1,/,/,7,/
CCNC(=S)NN=C1c2ccccc2-c2ccccc21,-1.3,3,23,0.3,12,-54,-17,-37,32
CC1Cc2ccccc2N1C(=O)CCN1C(=O)C2C3C=CC(C3)C2C1=O (configuration not stated),3.0,20,2,0.4,1,1,-2,-18,-5
CCCNS(=O)(=O)c1ccc(CCC(=O)NCC2CCCO2)cc1 (configuration not stated),1.1,10&12,12,-0.1,-4,36,10[fluorescence artefact?],-19,5&8
O=C(/C=C/c1ccccc1[N+](=O)[O-])NCc1ccc(Cl)cc1,-2.5,2,3,-0.6,-1,33,-7,-15,-60
COc1ccc(S(=O)(=O)N(CC(=O)Nc2cccnc2)c2ccccc2OC)cc1,-0.6,8,-5,0.6,3,5,6,-9,-19
O=C1C2C3C=CC(CC3)C2C(=O)N1/N=C/c1ccc(O)cc1 (configuration not stated),-0.7,4,26,0.6,0,30,7,4,15
CC(=O)Nc1ccc(S(=O)(=O)N2CCN(C(=O)CCC3CCCC3)CC2)cc1,3.8,9,4,0.8,-5,-11,6,17,6
CCOCC(=O)N1CCN(c2ccc([N+](=O)[O-])cc2)CC1,2.1,7,19,1.1,-4,6,12,8,6
Cn1nc(C(F)(F)F)c(C(=O)Nc2ccc(F)cc2F)c1Cl,-0.5,8,-9,0.2,6,-7,-8,-2,8
O=C(NC1CCCC1)c1ccc([N+](=O)[O-])s1,-0.6,10,/,0.7,0,-18,16,7,-2
COC(=O)Cc1ccc(NC(=S)Nc2ccc(N3CCOCC3)cc2)cc1,-1.5,2,31,1.6,-1,-7,-12,2,-16
COc1ccccc1NS(=O)(=O)c1ccc(C)c(C(N)=O)c1,1.8,2,-2,0.7,-4,16,-7,7,-6

# Exported as labelled records: 3 of the compounds above.
COc1ccc(S(=O)(=O)N(CC(=O)Nc2cccnc2)c2ccccc2OC)cc1
  TRPN1 ag = -0.6
  EP2 antag = 8
  PPC-1+TRAIL kill = -5
  TRPML3 agonist = 0.6
  NPY-Y1 antag = 3
  CHOP inh = 5
  14-3-3 Bad inh = 6
  NPY1 pot ag = -9
  EP2 mod = -19
O=C1C2C3C=CC(CC3)C2C(=O)N1/N=C/c1ccc(O)cc1 (configuration not stated)
  TRPN1 ag = -0.7
  EP2 antag = 4
  PPC-1+TRAIL kill = 26
  TRPML3 agonist = 0.6
  NPY-Y1 antag = 0
  CHOP inh = 30
  14-3-3 Bad inh = 7
  NPY1 pot ag = 4
  EP2 mod = 15
CC(=O)Nc1ccc(S(=O)(=O)N2CCN(C(=O)CCC3CCCC3)CC2)cc1
  TRPN1 ag = 3.8
  EP2 antag = 9
  PPC-1+TRAIL kill = 4
  TRPML3 agonist = 0.8
  NPY-Y1 antag = -5
  CHOP inh = -11
  14-3-3 Bad inh = 6
  NPY1 pot ag = 17
  EP2 mod = 6

# Later entries
SMILES,TRPN1 ag,EP2 antag,PPC-1+TRAIL kill,TRPML3 agonist,NPY-Y1 antag,CHOP inh,14-3-3 Bad inh,NPY1 pot ag,EP2 mod
COCCn1nnnc1CN(CCCN1CCOCC1)Cc1cc2c(C)ccc(C)c2[nH]c1=O,-0.1,0,10,0.3,6,30,-5,-24,0
O=c1ccc(-c2ccccc2)n[nH]1,0.6,9&-5,4,0.4,2,-26,1,-20,-16&1
COc1ccc2nc(NC(=O)CSc3ccccc3)sc2c1,0.2,11,-14,-1.0,4,68,-4,7,-66
Cc1c(C(=O)NNc2cc(=O)n(C)c(=O)n2C)cccc1[N+](=O)[O-],-0.8,9,-4,1.2,1,33,2,0,1
Cc1nonc1C1CCCN1Cc1nc(-c2ccccc2Cl)oc1C (configuration not stated),-1.2,5,11,0.7,3,14,-16,-6,2
Cc1nc2ccccc2n1-c1ccccc1,-0.8,3,20,0.2,-4,21,-9,12,14
O=C(Nc1nnc(SCC(=O)N2CCCCC2)s1)C1CCCCC1,0.6,10,-2,0.1,-2,-12,6,-11,5
O=C(CN1C(=O)CCC1=O)Nc1ccc(S(=O)(=O)N2CCOCC2)cc1,0.4,/,/,0.5,-2,6,0[fluorescence artefact?],27,19
Cc1ccc(-c2noc(C3CCCN(S(=O)(=O)c4ccc(S(=O)(=O)N(C)C)cc4)C3)n2)o1 (configuration not stated),0.9,18,9,5.9,4,1,6,17,7
COc1ccc(/C=C2\OC(=O)c3c(OC)cccc32)cc1OC,-0.5,/,-4,-0.6,2,-23,-5[fluorescence artefact?],-25,-2
Clc1ccc2c(c1)C(c1cccs1)=NNC(c1cccnc1)=N2,1.6,8,-3,0.3,7,8,18[fluorescence artefact?],6,10
CC(C(=O)O)N1C(=O)CSc2ncccc21 (configuration not stated),0.9,5,3,0.5,0,23,-4[fluorescence artefact?],8,11
CCOc1ccc(-c2nc(-c3cccnc3)no2)cc1OCC,-0.8,8,10,0.8,-2,39,-9,17,25
OC(Cn1cncn1)c1ccc(Cl)cc1Cl (configuration not stated),0.2,12,18,0.8,-8,-23,6,-26,17
COc1cc(NC(=O)C2CC(=O)NC3=C2C(=O)CC(C)(C)C3)c(OC)cc1Cl (configuration not stated),-0.8,1,14,-0.7,-2,-31,/,-20,9
CCn1c(Sc2ccc([N+](=O)[O-])cn2)nnc1-c1ccco1,-0.4,5,-3,-0.6,-1,19,-5,-11,16
Cc1ccc(OCC(=O)N(Cc2ccc(N(C)C)cc2)C2CCS(=O)(=O)C2)cc1 (configuration not stated),-1.2,14,4,0.3,-2,-13,10,-5,27
COCCn1c(N)c(N(Cc2ccccc2)C(=O)Cc2ccccc2F)c(=O)[nH]c1=O,-0.5,6,11,0.2,-4,4,-13,13,13
Cc1ccc(NC(=S)NN2CCN(C)CC2)c(C)c1,2.2,4,1,0.9,-2,-7,0[fluorescence artefact?],-8,1
COc1cccc(/C=N/NC(=O)COc2cccc3cccnc23)c1O,0.5,4,22,0.7,1,31,-25,14,-58
Cc1cc(C)cc(OCC(=O)Nc2cccc(C(=O)O)c2)c1,-0.6,15,4,0.3,2,17,-10,0,33
CC(C)C(C(=O)N1CCN(C(=O)OC(C)(C)C)CC1)n1cc(-c2cn([C@@H](C)C(=O)N3CCN(C(=O)OC(C)(C)C)CC3)nn2)nn1 (some centres not stated),/,13,-4,/,/,-17,-3,/,17
Cc1ccc(C)c(-n2c(SCC(=O)Nc3nonc3C)nnc2-c2ccoc2C)c1,0.9,12,6,-0.7,7,52,1,-28,9
COc1ccccc1N(CN1CCCC1=O)C(=O)c1ccccc1F,1.1,2,-7,0.6,2,0,-5,-10,28
Cc1cc(C(=O)Nc2ccon2)c(C)o1,0.4,7,11,0.4,1,13,-2,19,-6
CCOC(=O)CC(N)c1cccc([N+](=O)[O-])c1 (configuration not stated),0.0,5,9,0.9,-4,21,6,1,5
Brc1c(OCCOCCn2cncn2)ccc2ccccc12,-1.7,17,-5,0.0,3,18,-2,-7,-16
COc1cc(NC(=O)Cn2c(-c3cncs3)nc3ccccc32)cc(OC)c1OC,0.0,4&4,24,0.2,5,-6,8,-11,29&-11
CCOC(=O)C1CCCN(C(=S)Nc2ccc(F)cc2)C1 (configuration not stated),-0.4,6,-1,0.8,2,6,-5,-6,21
COc1cc(/C=N\n2nnnc2N)ccc1OCc1ccc(F)cc1,-1.4,22,17,-1.7,9,5,32,-23,21
O=C(Nc1ccccc1)Nc1nnc(Cc2ccc([N+](=O)[O-])cc2)s1,2.5,2,26,0.3,-2,90*,22,-4,-4
O=C(O)CCn1cc(/C=C2/NC(=S)N(c3ccccc3)C2=O)c(-c2ccccc2)n1,1.1,13,14,0.8,-6,-15,-6,14,-1
CCOC(=O)c1sc(NC(=O)c2cccc(S(=O)(=O)N3CCc4ccccc43)c2)c(C#N)c1C,6.0,12,18,1.1,/,95*,0,27,-18
CSC1=NSC2=NC(=O)/C(=C/c3coc4ccccc4c3=O)C(=N)N12,36*,8,16,10,-5,1,24[fluorescence artefact?],-15,0
Cc1cc(OC(=O)c2ccccc2)c([N+](=O)[O-])c(=O)[nH]1,1.1,10,10,0.6,6,6,-1,10,17
